MCF10A rerep: A quantitative high throughput screen for small molecules that induce DNA re-replication in MCF 10a normal breast cells; Potency, µM (highest dose often 46.1 µM), for inactives: at the top dose activity, positive = re-replication, actives largely listed as activators; actives 2.9% (n = 350,000); MCF 10A DNA re-replication, Hoechst nuclear intensity, 48 h; AID 624296, 2012; note: % of control where 0% means no effect; nearly all actives have a fitted effect of over 50% in size
Nrf2 ARE act: qHTS of Nrf2 Activators. AREc32 ARE-luciferase reporter (MCF7-derived line), luminescence, 24 h. Potency, µM (series often up to 46.1 µM), for the others: top-dose activation, most hits filed as activators. actives 0.31% (n = 410,000). AID 624171, 2012; note: % of control where 0% means no effect; nearly all actives have a fitted effect of over 65% in size
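Cells of the AREc32 ARE-luciferase line are plated in OPTI-MEM containing 5% FBS and left overnight at 37 deg C. Compounds are pinned in, incubation continues 24 hr, and firefly luciferase signal is then measured.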
TGFb inhibitor: qHTS for Inhibitors of TGF-b | HepG2 CAGA-GFP TGF-b/SMAD3 reporter, GFP fluorescence, 18 h; TGF-beta stimulated, 500 pg/mL final | Potency, µM (series often up to 46.1 µM), for inactives: at the top dose activity, negative = inhibition, most hits filed as inhibitors | actives 1.2% (n = 410,000); note: % is set by controls: 0 for no effect and ±100 for the full control effect; nearly all actives have a fitted effect of over 65% in size
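Read-out: total well GFP (ex488/em500-530) summed from mean per-cell fluorescence. Cells: HEPG2 CAGA-GFP, 1% FBS DMEM, 18 h at 37 degrees C with 500 pg/mL final TGF-beta. Unstimulated wells served as the full-inhibition control; stimulated DMSO wells = 0%.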
ATXN viability: Viability Counterscreen for Primary qHTS for Inhibitors of ATXN expression. S2 cells (HEK-293 line with an ATXN2-luciferase reporter) viability, CellTiter-Fluor protease fluorescence, 24 h. Potency, µM (series often up to 56.7 µM), usual class: cytotoxic. actives 0.49% (n = 400,000); note: nearly all actives have a fitted effect of over 40% in size
HepG2 tox: qHTS for Inhibitors of TGF-b: Cytotox Counterscreen; HepG2 CAGA-GFP viability, ATP luminescence, 18 h; Potency, µM (series often up to 46.1 µM), without a hit: at the top dose activity change, negative = cytotoxicity, actives largely listed as cytotoxic; actives 0.76% (n = 410,000); AID 588856, 2011; note: some results filed as inactive show a strong effect at the top dose
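CellTiter-Glo luminescence gave cytotoxicity after 18 hours at 37 degrees C. The cells were HepG2 CAGA-GFP in 1% FBS DMEM, stimulated with 500 pg/mL TGF-beta after compound addition. %Activity was normalised to no-cell wells (complete cell-killing) and DMSO (no toxicity), and curves were fitted and classified.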
Nrf2 inh: Nrf2 qHTS screen for inhibitors | A549 ARE-Fluc reporter, luciferase luminescence, 18-24 h | Potency, µM (doses to about 46 µM), without a hit: top-dose activity change, negative = inhibition, most hits filed as inhibitors | actives 2.1% (n = 360,000); note: % is set by controls: 0 for no effect and ±100 for the full control effect; nearly all actives have a fitted effect of over 60% in size
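Cells were seeded and rested 2 h, then exposed to compounds for 18-24 h. CellTiter-Fluor was read first as a viability measure. BugLite was added 15 min before the final luminescent read of ARE-luciferase activity in A549 cells.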
EPAC2 antagonist: qHTS for Antagonist of cAMP-regulated guanine nucleotide exchange factor 2 (EPAC2): primary screen | Rap guanine nucleotide exchange factor 4 (Homo sapiens), Q8WZA2 | EPAC2 GEF exchange of Rap1B-BODIPY-GDP, fluorescence | Potency, µM (highest dose often 114 µM), without a hit: at the highest dose activity, negative = inhibition, usual class: inhibitors | actives 0.18% (n = 360,000); note: % is set by controls: 0 for no effect and ±100 for the full control effect; nearly all actives have a fitted effect of over 45% in size; many of its hits are not listed in these tables
Target sequence (Q8WZA2 whole entry, looked up): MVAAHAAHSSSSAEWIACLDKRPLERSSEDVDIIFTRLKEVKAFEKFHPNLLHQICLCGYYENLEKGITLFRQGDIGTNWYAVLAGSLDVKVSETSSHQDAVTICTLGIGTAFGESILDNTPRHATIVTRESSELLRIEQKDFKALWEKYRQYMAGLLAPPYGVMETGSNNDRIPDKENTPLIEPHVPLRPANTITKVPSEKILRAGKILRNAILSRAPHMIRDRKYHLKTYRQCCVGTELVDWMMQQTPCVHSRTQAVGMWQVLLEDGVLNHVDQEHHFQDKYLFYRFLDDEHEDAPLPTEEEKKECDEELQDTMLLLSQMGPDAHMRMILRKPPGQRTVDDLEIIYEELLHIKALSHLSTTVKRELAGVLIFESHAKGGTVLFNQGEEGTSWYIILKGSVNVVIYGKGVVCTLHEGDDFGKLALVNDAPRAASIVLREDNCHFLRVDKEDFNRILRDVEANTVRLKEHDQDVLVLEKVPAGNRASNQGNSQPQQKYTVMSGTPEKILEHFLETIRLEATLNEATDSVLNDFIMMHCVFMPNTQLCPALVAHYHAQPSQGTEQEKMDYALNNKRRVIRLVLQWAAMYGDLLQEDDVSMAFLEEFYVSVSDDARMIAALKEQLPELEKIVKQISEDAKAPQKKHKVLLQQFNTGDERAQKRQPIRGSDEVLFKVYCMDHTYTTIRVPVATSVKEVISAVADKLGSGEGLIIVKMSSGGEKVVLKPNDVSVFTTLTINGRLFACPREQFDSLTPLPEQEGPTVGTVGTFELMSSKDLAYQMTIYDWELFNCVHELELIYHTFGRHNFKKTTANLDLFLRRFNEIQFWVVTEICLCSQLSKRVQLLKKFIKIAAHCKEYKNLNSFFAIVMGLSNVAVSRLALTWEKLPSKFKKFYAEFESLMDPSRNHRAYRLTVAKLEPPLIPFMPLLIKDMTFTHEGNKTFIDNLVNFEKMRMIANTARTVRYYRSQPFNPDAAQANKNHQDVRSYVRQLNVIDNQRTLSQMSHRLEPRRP
A549 tox: Nrf2 qHTS screen for inhibitors: counterscreen for cytotoxicity. Potency, µM (titrated, usually from 46 µM), for the others: at the top dose activity change, negative = cytotoxicity, usual class: inhibitors. actives 0.16% (n = 390,000). A549 ARE-Fluc cells, CellTiter-Fluor viability, 18-24 h; note: % is set by controls: 0 for no effect and ±100 for the full control effect
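A549 ARE_Fluc cells in 5% FBS OPTI-MEM were exposed to compounds in concentration-response for 18-24 h at 37 deg C. Viability was read by CellTiter-Fluor fluorescence (Ex 405/Em 525) after 30 min, before the luciferase read.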
ATXN2 expr inh: Primary qHTS for Inhibitors of ATXN expression; Potency, µM (series often up to 57 µM), for the others: top-dose activity change, negative = inhibition, actives largely listed as inhibitors; HEK-293 ATXN2-luciferase reporter, luminescence, 24 h; actives 0.72% (n = 360,000); note: % is set by controls: 0 for no effect and ±100 for the full control effect; nearly all actives have a fitted effect of over 55% in size
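ATXN2-luciferase reporter cells (luciferase flanked by upstream and downstream ATXN2 gene portions) were treated 24 h at 37 °C with compounds at up to 57 uM. SteadyGlo luminescence gave expression; GF-AFC fluorescence gave viability.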
Numbers without * were called inactive; i = inactive; ? = inconclusive; nt = not tested or not shown; [ ] = dose if it differs, or a comment. Calls come from the whole dose curve; as a rule, active = well fitted curve in the direction sought with a large enough effect; inconclusive = small, poorly fitted or top-dose-only effect, or another doubt; inactive = no such curve, though single readings can be large; an effect the other way counts as inactive or inconclusive. Potency is the fitted concentration of half-maximal effect. Some of the compounds tested (hit frequency here may not be typical).

SMILES | MCF10A rerep | Nrf2 ARE act | TGFb inhibitor | ATXN viability | HepG2 tox | Nrf2 inh | EPAC2 antagonist | A549 tox | ATXN2 expr inh
CCCN(CCC)C(=O)CSc1nnc2cc(C)c3cc(C)cc(C)c3n12 | nt | 0.5% | -33% | nt | -32% | -19% | nt | -10% | nt
O=C(Nc1cccc(S(=O)(=O)N2CCCCC2)c1)c1cccs1 | -3% | 5.9% | 0% | i | -17% | ? | -2% | 4% | -2%
Cc1ccc(S(=O)(=O)N(C)C[C@@H]2Oc3ccc(NS(C)(=O)=O)cc3CC(=O)N([C@H](C)CO)C[C@@H]2C)cc1 | 2% | -0.5% | 2% | i | -5% | -2% | -4% | 0% | 7%
O=C(COc1ccccc1)NN1C(=O)CSC1=S | 0% | -0.1% | -3% | i | 0% | 1% | 3% | -5% | 2%
Nn1c(SCC(=O)Nc2ccc3c(c2)OCCO3)nnc1-c1cccnc1 | 0% | 0.4% | -8% | i | 2% | 12% | -1% | -9% | 3%
Cc1cccnc1C(NC(=O)C1CCN(CCCOc2ccccc2)CC1)c1ccc(F)cc1 (configuration not stated) | nt | -0.4%[9.22 µM] | 17% | i | -7% | nt | -6% | nt | -2%
O=C(NC1CC1)c1sc2cc(F)ccc2c1Cl | -3% | 6.1% | -10% | i | -33% | 2% | -17% | -2% | nt
O=C(CC12CC3CC(CC(C3)C1)C2)NCC(=O)N1CCCC1 | 1% | 0.5% | 9% | i | 19% | nt | 6% | 0% | -10%
O=C(NCc1ccco1)c1cc(-c2ccccc2)nn1CC1CC(c2cccc([N+](=O)[O-])c2)=NO1 (configuration not stated) | 10% | 4.2% | ? | i | -44% | 0% | 13% | -1% | -3%
CC(=O)N1CCN(C(=S)Nc2ccc(SC(F)F)cc2)CC1 | 11% | -0.1% | 2% | i | 4% | -2% | 2% | 3% | -23%
CCOC(=O)c1sc2nc(N3CCOCC3)c3c(c2c1N)CC(C)(C)N(C)C3 | ? | -0.2% | -1% | i | -2% | 3% | -5% | 9% | -20%
CCN1CCc2c(sc(-n3cccc3)c2C(C)NC(=O)Nc2ccc(C(=O)OC)cc2)C1 (configuration not stated) | nt | 12% | 10µM* | nt | -30% | 6% | nt | -10% | nt
O=C(Cn1c(=O)n(-c2cccc(C(F)(F)F)c2)c(=O)c2sccc21)NCC1CCCO1 (configuration not stated) | 9% | 1.0% | -5% | i | 15% | -27% | -2% | -14% | -3%
NS(=O)(=O)c1ccc(Cc2ncc(C(F)(F)F)cc2Cl)s1 | 14% | 12% | 2% | i | -16% | 21µM* | -11% | ? | -6%
COc1ccccc1CNC(=O)[C@@H]1CCCN1C(=O)C1CCN(S(=O)(=O)c2ccc(C)cc2)CC1 | 0% | 2.2% | 0% | i | -11% | -23% | 6% | 2% | 1%
COc1ccc(NC(=O)CN(C)S(=O)(=O)c2ccc3nc(C)sc3c2)cc1Cl | nt | 5.2% | nt | nt | -12% | ? | nt | -3% | nt
c1ccc(COc2ccc(OCCOCCn3cncn3)cc2)cc1 | -1% | -0.6% | 3% | i | -15% | 3% | -10% | 1% | 21%
O=C(Cn1[nH]c(=O)c2ccccc2c1=O)NCC1COc2ccccc2O1 (configuration not stated) | 6% | 0.9% | 7% | i | 4% | -8% | -6% | -1% | -13%
CC(C)(C)OC(=O)N1CCCC(C(=O)Nc2cccc(C(=O)NCCc3ccccc3)c2)C1 (configuration not stated) | -1% | 5.1% | 0% | i | -5% | -17% | -7% | -7% | 6%
COc1ccc(N2CCN(C(C)C(=O)Nc3nnc(C)s3)CC2)cc1 (configuration not stated) | 0% | -0.2% | -11% | i | -19% | 7% | 5% | -3% | 10%[11.3 µM]
COC(=O)c1ccc(NC(=O)c2cn(-c3cccc(C)n3)cn2)cc1 | -15% | 0.3% | -18% | i | 16% | 15% | -12% | -1% | -3%
C=CCn1c(Cc2cccs2)nnc1SCC(=O)Nc1cc(OC)cc(OC)c1 | 13% | -0.4% | 5% | i | -7% | ? | -3% | -5% | -3%
CC1CCCCC12NC(=O)N(CC(=O)NCC(=O)Nc1ccc(F)c(F)c1F)C2=O (configuration not stated) | 5% | -0.9% | 2% | i | -1% | 0% | -4% | -5% | nt
Cc1ccc(Oc2ncc(CN3CCOCC3)s2)cc1 | -4% | 0.7% | -18% | i | -23% | 12% | 5% | 3% | 29%
Cc1ccc2c(c1)N(CC(=O)NCCCN1CCN(C)CC1)C(=O)CO2 | -1% | -0.6% | 13% | i | 3% | 6% | 23% | 0% | 3%

The list goes on; the last 5 above are carried over.
SMILES | MCF10A rerep | Nrf2 ARE act | TGFb inhibitor | ATXN viability | HepG2 tox | Nrf2 inh | EPAC2 antagonist | A549 tox | ATXN2 expr inh
COC(=O)c1ccc(NC(=O)c2cn(-c3cccc(C)n3)cn2)cc1 | -15% | 0.3% | -18% | i | 16% | 15% | -12% | -1% | -3%
C=CCn1c(Cc2cccs2)nnc1SCC(=O)Nc1cc(OC)cc(OC)c1 | 13% | -0.4% | 5% | i | -7% | ? | -3% | -5% | -3%
CC1CCCCC12NC(=O)N(CC(=O)NCC(=O)Nc1ccc(F)c(F)c1F)C2=O (configuration not stated) | 5% | -0.9% | 2% | i | -1% | 0% | -4% | -5% | nt
Cc1ccc(Oc2ncc(CN3CCOCC3)s2)cc1 | -4% | 0.7% | -18% | i | -23% | 12% | 5% | 3% | 29%
Cc1ccc2c(c1)N(CC(=O)NCCCN1CCN(C)CC1)C(=O)CO2 | -1% | -0.6% | 13% | i | 3% | 6% | 23% | 0% | 3%
CCN1C(=O)/C(=C\c2nc3ccccc3c(=O)n2CC)c2ccccc21 | 1% | 14% | 0% | i | -12% | 0% | 3% | 5% | -14%[11.3 µM]
O=C(Cn1cc(C(=O)c2ccco2)c2ccccc21)Nc1ccccc1F | -7% | 4.6% | 10% | i | -11% | ? | -4% | -12% | -15%
CC(NC(=O)COC(=O)CNC(=O)c1ccc(-c2ccccc2)cc1)c1ccccc1 (configuration not stated) | 16% | -0.4% | -10% | i | 1% | 2% | 2% | 8% | 3%
c1cc(-c2ccc3c(c2)CCO3)n2cnnc2c1 | nt | 0.4%[9.22 µM] | 1% | i | -2% | nt | -2% | nt | 1%
O=c1c2ccccc2n2c(-c3ccccc3O)nnc2n1Cc1ccc(F)cc1 | nt | 0.4% | -6% | i | -3% | 3% | nt | 7% | 3%
Cc1nnc(Nc2ccc(Cl)cc2)s1 | -21% | 0.9% | 3% | ? | -8% | 8% | 0% | 9% | -5%
CC1(C)C2CCC1(CS(=O)(=O)NC(CC(=O)O)c1cccc(Br)c1)C(=O)C2 (configuration not stated) | -2% | -0.1% | -2% | i | 5% | 0% | 7% | -6% | 7%
CN(C)c1ccc(/C=C/CNC[C@H]2O[C@@H](n3ccc(N)nc3=O)[C@H](O)[C@@H]2O)cc1 | nt | -1.2% | -5% | i | -92% | nt | 2% | nt | -14%
Cc1cc(C)nc(/N=C(\N)Nc2ccc(C(C)C)cc2)n1 | ? | 6.7% | ? | i | -75% | ? | 17% | 1% | ?
O=C(NN=C1CCC(c2ccccc2)CC1)c1cc2c(s1)CCCC2 (configuration not stated) | 10% | 2.5% | -1% | i | -3% | 14% | 9% | 1% | 7%
COc1ccc(Cn2cc(C(=O)c3ccc(C)cc3)c(=O)c3cc(OC)c(OC)cc32)cc1 | nt | -0.2% | ? | nt | -30% | ? | nt | -19% | -35%
CN(C)/C=C(/C(=O)c1ccc(Cl)cc1Cl)S(=O)(=O)c1ccc(Cl)cc1 | 17% | 0.4% | 44%[activator] | nt | -27% | 11% | -2% | 1% | nt
COCCn1c(C)nc2oc3ccc(Br)cc3c(=O)c2c1=O | 4% | 0.1% | 2% | i | -12% | 18% | 8% | -1% | 0%
Nn1cnnc1N/N=C/c1ccc(F)cc1 | ? | -4.2% | ? | ? | -119% | -14% | 11% | 0% | nt
Cc1ccc(S(=O)(=O)c2nnn3c2nc(N2CCC(C(N)=O)CC2)c2ccccc23)cc1C | 2% | -1.0% | 10% | i | 5% | -15% | 3% | 9% | -7%
O=C(NC1=NC2CCCCC2N1)c1ccccc1 (configuration not stated) | -14% | -0.1% | 8% | i | 1% | ? | 15% | -3% | ?
Cc1ccc(C(=O)N/C(=C/c2ccco2)C(=O)N2CCCCCC2)cc1 | 3% | 0.1% | -9% | i | -37% | -1% | -8% | -1% | -17%
O=C(OCc1ccc2c(c1)OCO2)c1ccc(S(=O)(=O)N2CCCCC2)cc1 | 3% | 0.0% | 2% | ? | 5% | -24% | 11% | 0% | -2%
Cc1cc(C(F)(F)F)n(-c2nc(C(=O)NNS(=O)(=O)c3ccccc3[N+](=O)[O-])cs2)n1 | ? | 8.7% | 4% | i | -22% | -16% | ? | -8% | -10%
COc1ccc(NC(=O)Cn2c(=O)n(-c3ccc(OC)cc3OC)c(=O)c3c(C)c(C)sc32)cc1 | -50%[inhibitor] | 2.0% | ? | ? | -4% | -7% | 3% | -19% | -2%
CC(C)=CC(=O)OCc1csc(CC(=O)Nc2ccccc2C)n1 | -4% | 0.1% | 20% | i | 9% | 1% | 2% | -7% | -4%
CN1CCN(C(=O)C2=C[C@@H](c3ccc(C(F)(F)F)cc3)C[C@@H](OCc3ccc(CO)cc3)O2)CC1 | -6% | 0.1% | -2% | i | -53% | 10% | -9% | -4% | -5%
Cc1ccc(-c2nnc(SCC(=O)Nc3cccc(C(=O)N4CCOCC4)c3)n2C)cc1 | -1% | -0.5% | -27% | i | -3% | ? | 15% | -1% | 17%
CC(CC(=O)N1CCN(c2ccccc2)CC1)c1ccccc1 (configuration not stated) | 0% | 0.1% | -25% | ? | -12% | -5% | -16% | 6% | 3%
Cc1ccc([N+](=O)[O-])cc1NC(=S)NCCc1ccccc1 | 3% | -0.2% | -22% | i | -30% | -20% | 0% | 1% | -11%
